Source: PubChem
Akt phos inh = Akt phosphorylation inhibition; activity change, % for hits at 50 µM; Neuro2A IGF-stimulated pAkt S473 HTRF, 20 min; stronger effect = lower value; hit rate 0.32% among 360,000; in the data active means activity change below about -80%; inconclusive means mostly about -51% to -80%; further: on the % scale 0 is the no-effect control and ±100 the full control effect
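Neuro2A cells in DMEM with 0.5% FBS, overnight at 37 deg C, given compound at single 50 µM final, then IGF (6 nM final) for 20 min at 37 deg C. Lysed; phospho-Akt Ser473 by HTRF after 24 h, 665/615 ratio.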
CCT chaperon mod = changes cytosolic chaperonin activity; purified chaperonin ATPase assay, HTRF ADP detection, 30 min; activity change, % (concentration not given with the values), hits read low; hit rate 0.3% among 360,000; AID 651819; in the data active means activity change below about -30%; further: on the % scale 0 is the no-effect control and ±100 the full control effect
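Enzyme 40 or 20 nM (batch-dependent) in Tris pH 7.4/KCl/MgCl2/DTT; cpd 76 uM single point; ATP 10 uM; 30 min 37 °C; Transcreener ADP HTRF detection, 30 min RT; ratio 665/615.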
D3 antag = antagonists of human D3 dopamine receptor; P35462; D3R cells, DiscoveRx beta-arrestin luminescence, antagonist mode; stronger effect = lower value; max response, negative = inhibition, %; hit rate 2.5% among 360,000; AID 652054; in the data active means max response below about -50%; inconclusive means no clear call, values can overlap the other calls; further: on the % scale 0 is the no-effect control and ±100 the full control effect; mostly tested at two doses, the higher about 12 µM
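Cells plated overnight at 1500 cells/well, then exposed to library compounds with dopamine controls for 90 minutes at 37 degrees C. DiscoveRx reagent added for 30–60 minutes at room temperature; luminescence read, quantitative HTS format.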
PTHR1 ag = PTHR1 (human) receptor agonism. Q03431. HEK293 GP2 PTHR1 cells, GloSensor cAMP luminescence, 1 h. Potency, µM (titrated, usually from 115 µM), inactives show at the top dose activation, most hits filed as activators. hit rate 0.075% among 410,000. AID 743266; further: potency means the concentration at half of the fitted maximal effect; nearly all actives have a fitted effect of over 55% in size; some results filed as inactive show a strong effect at the top dose; inactives centre near -15; many of its hits are not listed in these tables
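HEK-293-derived GP2 cells expressing PTHR1 and a GloSensor cAMP reporter, 3,000/well, plated overnight, given luciferin plus IBMX (each 0.5 mM as added) for 1 h at 37 °C, then compound for 1 h at 37 °C. Luminescence was read after 15 min at room temperature.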
EPAC2 ag = EPAC2 (human) agonism; Q8WZA2; EPAC2 activation, biochemical qHTS; response scale: 100% = 6.5 mM cAMP response; Potency, µM (highest dose often 154 µM), inactives show at the top dose activation, most hits filed as activators; hit rate 0.079% among 360,000; AID 720711; further: potency means the concentration at half of the fitted maximal effect; nearly all actives have a fitted effect of over 50% in size
Target sequence (Q8WZA2 whole entry, looked up): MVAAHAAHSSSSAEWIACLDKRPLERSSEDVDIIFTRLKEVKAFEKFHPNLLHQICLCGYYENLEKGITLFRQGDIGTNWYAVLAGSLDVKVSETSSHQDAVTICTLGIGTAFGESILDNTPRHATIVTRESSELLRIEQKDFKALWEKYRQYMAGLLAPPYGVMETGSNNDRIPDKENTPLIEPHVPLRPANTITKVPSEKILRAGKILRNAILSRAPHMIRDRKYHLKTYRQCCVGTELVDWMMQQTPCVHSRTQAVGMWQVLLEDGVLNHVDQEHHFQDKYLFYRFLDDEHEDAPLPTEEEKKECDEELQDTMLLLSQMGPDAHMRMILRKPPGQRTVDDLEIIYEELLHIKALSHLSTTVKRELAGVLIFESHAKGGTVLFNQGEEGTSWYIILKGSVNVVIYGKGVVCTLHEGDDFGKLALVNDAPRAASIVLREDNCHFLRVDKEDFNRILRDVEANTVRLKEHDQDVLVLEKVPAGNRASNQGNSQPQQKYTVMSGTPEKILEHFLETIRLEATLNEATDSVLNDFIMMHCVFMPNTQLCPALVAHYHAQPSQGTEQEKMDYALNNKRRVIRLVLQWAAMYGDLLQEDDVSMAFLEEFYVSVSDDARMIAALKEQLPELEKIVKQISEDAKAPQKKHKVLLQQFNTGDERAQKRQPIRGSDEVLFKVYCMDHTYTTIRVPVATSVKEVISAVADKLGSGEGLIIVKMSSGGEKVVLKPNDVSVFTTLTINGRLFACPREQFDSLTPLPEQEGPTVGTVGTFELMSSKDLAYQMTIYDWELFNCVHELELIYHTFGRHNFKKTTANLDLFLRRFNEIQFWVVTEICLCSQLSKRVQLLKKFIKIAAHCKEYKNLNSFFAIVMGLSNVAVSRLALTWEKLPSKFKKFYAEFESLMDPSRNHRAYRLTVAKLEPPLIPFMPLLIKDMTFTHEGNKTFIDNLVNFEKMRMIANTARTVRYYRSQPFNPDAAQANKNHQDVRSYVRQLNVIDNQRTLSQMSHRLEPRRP
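In this primary screen, activation is scored as increased exchange of BODIPY-GDP from Rap1B by 100 nM EPAC2, with 50 uM GDP as competitor. Signal is normalized to the 6.5 mM cAMP agonist control.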
MmCpn inh = blocks the Methanococcus maripaludis chaperonin Mm-Cpn; Potency, µM (titrated, usually from 76.9 µM), for the others: top-dose activity, negative = inhibition, actives largely listed as inhibitors; AID 504842; hit rate 0.031% among 330,000; purified Mm-Cpn ATPase, ADP Transcreener TR-FRET; further: potency means the concentration at half of the fitted maximal effect; on the % scale 0 is the no-effect control and ±100 the full control effect; nearly all actives have a fitted effect of over 80% in size
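TR-FRET (320 nm excitation; 590 and 665 nm emission) reports ADP made from 10 uM ATP by 25 nM enzyme; compounds were preincubated 10 min, reaction run 30 min, both at 37°C.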
D3 ag = activates the human D3 dopamine receptor; P35462; D3R DiscoveRx beta-arrestin cells, luminescence, 90 min; max activation, %; hit rate 0.58% among 410,000; AID 652048; in the data active means max activation above about 30%; further: 0% is about no effect; mostly tested at two doses, the higher about 12 µM
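Agonist mode: compounds and dopamine controls were applied to plated cells for 90 min at 37 degrees C after an overnight attachment at 1500 cells/well. Luminescent read-out followed 30 - 60 minutes at room temperature with DiscoveRx detection reagent.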
EPAC2 antagonist = blocks human EPAC2 exchange factor | hit rate 0.18% among 360,000 | AID 720708 | EPAC2 GEF exchange of Rap1B-BODIPY-GDP, fluorescence | Potency, µM (highest dose often 114 µM), for the others: at the highest dose activity, negative = inhibition, hits mostly inhibitors | Q8WZA2; further: potency means the concentration at half of the fitted maximal effect; on the % scale 0 is the no-effect control and ±100 the full control effect; nearly all actives have a fitted effect of over 45% in size; many of its hits are not listed in these tables
An asterisk follows results filed as active; [ ] = remark or other dose. Unless noted, the call rests on the fitted dose curve; in most records, active means well fitted curve in the direction sought with a large enough effect; inconclusive means small, poorly fitted or top-dose-only effect, or another doubt; inactive means no such curve, though single readings can be large; an effect the other way counts as inactive or inconclusive. These rows are one share of the data; rates above refer to the full screens.

Screening O=C1CCC(C(=O)N2CCN(c3ccccc3)CC2)CN1CC1CCCCC1 (stereo not given) returned Akt phos inh inactive, CCT chaperon mod -1.6, D3 antag -9.6, PTHR1 ag -56.8%[inhibitor], EPAC2 ag 4.0%, MmCpn inh -2.8%, D3 ag -21.9 and EPAC2 antagonist -1.4%.
Screening CCn1cc(C(=O)NCc2ccc3c(c2)OCO3)c(=O)c2cc(S(=O)(=O)N(C)C)ccc21 returned Akt phos inh inactive, CCT chaperon mod -0.7, D3 antag 0.0, PTHR1 ag inactive, EPAC2 ag 4.9%, MmCpn inh 4.2%, D3 ag -8.7 and EPAC2 antagonist -2.8%.
Cc1nn(Cc2ccc(F)cc2)c(C)c1NC(=O)C1c2ccccc2Oc2ccccc21 was read as Akt phos inh inactive, CCT chaperon mod 0.5, D3 antag 19.4, PTHR1 ag inactive, EPAC2 ag -9.6%, MmCpn inh 0.6%, D3 ag -2.8 and EPAC2 antagonist 15.0%.
CCc1c(C)sc2nc(C(C)C)nc(SCC(=O)N3CCc4ccccc4C3)c12 was read as Akt phos inh inactive, CCT chaperon mod 1.2, D3 antag 57.6, PTHR1 ag -31.1%[inhibitor], EPAC2 ag 10.3%, MmCpn inh -1.0%, D3 ag 49.6* and EPAC2 antagonist -6.2%.
For CCC(C)Nc1nc2c(c(=O)[nH]c(=O)n2C)n1CCCc1ccccc1 (stereo not given) the results were Akt phos inh inactive, CCT chaperon mod 0.3, D3 antag -16.7, PTHR1 ag inactive, EPAC2 ag 2.0%, MmCpn inh -1.1%, D3 ag -2.3 and EPAC2 antagonist -6.9%.
Screening O=C(NCC(c1ccco1)N1CCN(c2ccccc2F)CC1)C1CCCCC1 (stereo not given) returned Akt phos inh inactive, CCT chaperon mod 0.6, D3 antag -2.0, PTHR1 ag -33.8%[inhibitor], EPAC2 ag 10.6%, MmCpn inh -11.9%, D3 ag -0.5 and EPAC2 antagonist -0.1%.
`CC(C)CCOc1ccc(C(=O)NNC(=O)CNC(=O)c2ccccc2F)cc1` gave Akt phos inh inactive, CCT chaperon mod -4.0, D3 antag -5.4, PTHR1 ag inactive, EPAC2 ag -1.9%, MmCpn inh 0.8%, D3 ag 6.9 and EPAC2 antagonist -1.6%.
Screening O=C(O)COc1ccc(NC(=O)C(c2ccccc2)c2ccccc2)cc1 returned Akt phos inh inactive, CCT chaperon mod -3.1, D3 antag 15.4, PTHR1 ag inactive, EPAC2 ag 4.6%, MmCpn inh -8.0%, D3 ag 0.4 and EPAC2 antagonist 20µM*.
For CCCCCCCCN1C(=O)[C@H](CC(=O)NCC23CC4CC(CC(C4)C2)C3)C[C@@]2(C(=O)OCC)CCCC=C12 the results were Akt phos inh inactive, CCT chaperon mod 0.0, D3 antag -17.5, PTHR1 ag -13.9%, EPAC2 ag 10.7%, D3 ag -3.1 and EPAC2 antagonist 9.8%.
Screening COc1cnc(-c2ccccc2)nc1OC returned Akt phos inh inactive, CCT chaperon mod 1.4, D3 antag 15.3, PTHR1 ag inactive, EPAC2 ag 1.7%, MmCpn inh -0.2%, D3 ag 4.8 and EPAC2 antagonist 1.2%.
`COc1ccc(Nc2ncc(C(=O)N3CCN(Cc4ccccc4)CC3)c3ccccc23)cc1` gave Akt phos inh inactive, CCT chaperon mod -1.6, D3 antag 12.1, PTHR1 ag -3.4%, EPAC2 ag 15.9%, MmCpn inh 1.2%, D3 ag -5.7 and EPAC2 antagonist -14.8%.
Screening Cc1ccccc1NS(=O)(=O)c1ccc2oc(=O)ccc2c1 returned Akt phos inh inactive, CCT chaperon mod 1.1, D3 antag -2.5, PTHR1 ag inactive, EPAC2 ag -4.2%, MmCpn inh 2.5%, D3 ag 2.5 and EPAC2 antagonist inconclusive.
Cc1cccc(OCC(=O)N(Cc2cccs2)C2CCS(=O)(=O)C2)c1C (stereo not given) was read as Akt phos inh inactive, CCT chaperon mod -0.8, D3 antag 2.1, PTHR1 ag 0.1%[57.5 µM], EPAC2 ag 4.4%, MmCpn inh 2.2%, D3 ag -6.0 and EPAC2 antagonist -8.6%.
O=C(Nc1ccc(-c2nc3ccccc3s2)c(O)c1)C1=COCCO1 was read as Akt phos inh inactive, CCT chaperon mod -4.7, D3 antag -6.9, PTHR1 ag -24.1%, EPAC2 ag -6.6%, MmCpn inh -1.0%, D3 ag 1.5 and EPAC2 antagonist 5.0%.
Screening CSCC[C@H](N)C(=O)N1CCC(C(=O)N[C@H](C)C(=O)Nc2ccc(C(C)C)cc2)CC1 returned Akt phos inh inactive, CCT chaperon mod 1.4, D3 antag 9.9, PTHR1 ag 1.0%, EPAC2 ag -5.9%, MmCpn inh -0.1%, D3 ag -6.8 and EPAC2 antagonist 1.5%.
Cc1ccc(C(=O)NCC(=O)O)s1 was read as Akt phos inh inactive, CCT chaperon mod -5.5, D3 antag -13.9, PTHR1 ag inactive, EPAC2 ag 1.6%, MmCpn inh 1.5%, D3 ag 1.7 and EPAC2 antagonist 1.8%.
CC(C)c1ccc(CNC(=O)C2CC(=O)N(C3CCCCC3)C2)cc1 (stereo not given) was read as Akt phos inh inactive, CCT chaperon mod -1.8, D3 antag -4.6, PTHR1 ag inactive, EPAC2 ag -4.3%, MmCpn inh -4.1%, D3 ag -2.5 and EPAC2 antagonist 0.9%.
Screening CCc1nc2ccc(C(=O)N3CCN(S(=O)(=O)CC)CC3)cn2c1N(CC)C(=O)NCCc1ccccc1 returned Akt phos inh inactive, CCT chaperon mod -0.6, D3 antag -1.9, PTHR1 ag -13.0%, EPAC2 ag 6.5%, D3 ag 4.8 and EPAC2 antagonist 17.9%.
Screening Cc1ccc(O)c(C(=O)/C=C/c2ccc3c(c2)OCCO3)c1 returned Akt phos inh inactive, CCT chaperon mod 1.2, D3 antag -10.8, PTHR1 ag -41.4%[inhibitor], EPAC2 ag 9.8%, MmCpn inh 1.7%, D3 ag -0.2 and EPAC2 antagonist 4.4%.
Screening CCN(CC(=O)NCc1cccs1)CC(=O)Nc1ccccc1C returned Akt phos inh inactive, CCT chaperon mod 2.8, D3 antag -2.6, PTHR1 ag -9.0%, EPAC2 ag 2.6%, MmCpn inh -4.0%, D3 ag -4.0 and EPAC2 antagonist 0.0%.
Screening Cc1cccc(C(=O)Nc2ccc(S(=O)(=O)N3CCOCC3)cc2)c1[N+](=O)[O-] returned Akt phos inh inactive, CCT chaperon mod -0.4, D3 antag -12.6, PTHR1 ag -42.3%[inhibitor], EPAC2 ag 13.2%, MmCpn inh inconclusive, D3 ag 4.2 and EPAC2 antagonist -6.5%.
For COc1ccccc1CNC(=O)/C=C/c1cc2c(cc1Br)OCO2 the results were Akt phos inh inactive, CCT chaperon mod -7.3, D3 antag -18.8, PTHR1 ag -1.8%, EPAC2 ag 4.9%, MmCpn inh -0.9%, D3 ag -16.6 and EPAC2 antagonist -0.4%.
Screening COc1ccc(C(=O)COC(=O)C2CCN(S(=O)(=O)c3cccc4cccnc34)CC2)cc1 returned Akt phos inh inactive, CCT chaperon mod 1.1, D3 antag 9.7, PTHR1 ag -18.0%, EPAC2 ag 0.5%, MmCpn inh -2.5%, D3 ag 2.0 and EPAC2 antagonist 5.4%.
Screening Cc1cc(C(=O)Cn2nc(C(=O)O)c3ccccc3c2=O)c(C)n1-c1ccc(F)cc1 returned Akt phos inh inactive, CCT chaperon mod -0.8, D3 antag 0.6, PTHR1 ag -8.3%, EPAC2 ag -13.0%, MmCpn inh -2.2%, D3 ag 3.4 and EPAC2 antagonist 6.8%.
Screening O=C(NCCc1c[nH]c2ccccc12)C(=O)Nc1cc2c3c(c1)CC(=O)N3CCC2 returned Akt phos inh inactive, CCT chaperon mod 2.9, D3 antag 8.4, PTHR1 ag -39.6%[inhibitor], EPAC2 ag -0.8%, MmCpn inh -0.7%, D3 ag 9.3 and EPAC2 antagonist 0.0%.
Screening Fc1ccc(CNc2nc3ccccc3n3nnnc23)cc1 returned Akt phos inh inactive, CCT chaperon mod -7.0, D3 antag 22.6, PTHR1 ag inactive, EPAC2 ag -0.6%, MmCpn inh 0.0%, D3 ag 11.9 and EPAC2 antagonist -23.9%.
O=C(c1ccco1)N1CCC(c2nc3c(nnn3Cc3ccc(F)cc3)c(=O)[nH]2)CC1 was read as Akt phos inh inactive, CCT chaperon mod 1.0, D3 antag 21.5, PTHR1 ag -2.5%, EPAC2 ag 2.9%, MmCpn inh -0.7%, D3 ag -5.0 and EPAC2 antagonist -10.1%.
Cc1cc(NC(=O)CSc2nc(C3CCCCC3)nc3ccccc23)no1 was read as Akt phos inh inactive, CCT chaperon mod 2.2, D3 antag inconclusive, PTHR1 ag inactive, EPAC2 ag -17.7%, MmCpn inh -1.7%, D3 ag -14.1 and EPAC2 antagonist 6.6%.
`COc1cc(/C=N/NC(=O)CSc2nc3ccccc3n2C)cc(OC)c1OC` gave Akt phos inh inactive, CCT chaperon mod -5.5, D3 antag -14.9, PTHR1 ag inactive, EPAC2 ag 3.1%, MmCpn inh 0.6%, D3 ag -4.7 and EPAC2 antagonist -6.4%.
For CC(CCc1ccccc1)NC(=O)c1ccccc1C(=O)O (stereo not given) the results were Akt phos inh inactive, CCT chaperon mod 1.2, D3 antag 61.1, PTHR1 ag inactive, EPAC2 ag 14.2%, MmCpn inh 1.6%, D3 ag 24.6 and EPAC2 antagonist 3.2%.
For Cc1cc(/C=C(\C#N)C(=O)NCc2cccs2)c(C)[nH]1 the results were Akt phos inh inactive, CCT chaperon mod -0.8, D3 antag -2.9, PTHR1 ag -22.0%, EPAC2 ag 0.6%, MmCpn inh 1.0%, D3 ag -5.6 and EPAC2 antagonist 6.6%.
`CN1CCN(c2nc(N3CCN(c4ccccc4)CC3)ncc2F)CC1` gave Akt phos inh inactive, CCT chaperon mod -1.3, D3 antag -25.1, PTHR1 ag inactive, EPAC2 ag 8.5%, MmCpn inh -1.5%, D3 ag -27.1 and EPAC2 antagonist 0.1%.
O=C(CSc1nnc(COc2cccc3cccnc23)o1)N1CCCC1 was read as Akt phos inh inactive, CCT chaperon mod 1.5, D3 antag 12.9, PTHR1 ag -16.6%, EPAC2 ag -0.6%, MmCpn inh 1.0%, D3 ag 1.6 and EPAC2 antagonist 11.5%.
Screening COc1cc(NC(=O)CN(C)S(=O)(=O)c2ccc(C)cc2)cc(OC)c1 returned Akt phos inh inactive, CCT chaperon mod 2.0, D3 antag -26.7, PTHR1 ag inactive, EPAC2 ag 1.9%, MmCpn inh -1.0%, D3 ag 0.8 and EPAC2 antagonist -7.8%.
